Screening results from PubChem BioAssay.
CHO-K1 Ca PAM = M1 PAM counterscreen hit in parental CHO-K1 cells; ATP EC20, Fluo-8 calcium fluorescence; 0% at ATP EC20, 100% at ATP max; 360,000 tested, 0.02% active; AID 602247; activation, % at 3 µM;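 active = activation above the run cutoff, the mean activation of all test compounds plus 3 SD, cut at about 40% in these data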;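 also: peak over basal fluorescence ratio in a 140 s read after ATP addition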
M4 ag = agonists of human muscarinic M4 receptor (CHRM4). P08173. CHO-K1 hM4/Gqi5, Fluo-8 calcium fluorescence; vehicle 0%, full acetylcholine response 100%. activation, % at 3 µM. 360,000 tested, 0.14% active. AID 624127;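 active = activation above the run mean over all test wells plus 3 SD, cut at about 32% in these data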;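 also: peak over basal fluorescence ratio per well then scaled between controls; 0% = DMSO wells and 100% = acetylcholine at EC100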
Target sequence (P08173 whole entry, looked up): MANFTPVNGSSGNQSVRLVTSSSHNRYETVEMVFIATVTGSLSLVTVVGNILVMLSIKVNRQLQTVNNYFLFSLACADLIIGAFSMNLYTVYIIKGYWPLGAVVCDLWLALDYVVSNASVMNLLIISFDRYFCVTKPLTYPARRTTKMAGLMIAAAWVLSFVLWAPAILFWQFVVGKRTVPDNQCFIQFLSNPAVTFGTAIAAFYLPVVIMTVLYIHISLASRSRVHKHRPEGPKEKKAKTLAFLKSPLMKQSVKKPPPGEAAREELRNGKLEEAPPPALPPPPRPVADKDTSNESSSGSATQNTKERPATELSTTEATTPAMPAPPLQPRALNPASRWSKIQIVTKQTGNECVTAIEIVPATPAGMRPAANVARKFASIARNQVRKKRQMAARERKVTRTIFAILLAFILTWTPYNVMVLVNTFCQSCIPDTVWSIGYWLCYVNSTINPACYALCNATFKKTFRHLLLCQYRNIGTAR
M4 antag = antagonists of human muscarinic M4 receptor (CHRM4); CHO-hM4 cells, ACh EC80, Fluo-8 calcium fluorescence; inhibition, % at 3 µM; 360,000 tested, 0.73% active; AID 624125;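 active = inhibition above its plate's cutoff, the mean inhibition of sample wells plus 3 SD, cut at about 27% in these data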;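 also: 0% = acetylcholine EC80 with DMSO and 100% = DMSO without agonist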
CHRM4 PAM = CHRM4 positive allosteric modulation | activation, % at 3 µM | AID 624126 | P08173 | 360,000 tested, 0.4% active | CHO-K1 hM4/Gqi5, Fluo-8 calcium fluorescence, ACh EC20; 0% = ACh EC20, 100% = maximal ACh;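 active = activation above its plate's cutoff, the mean activation of sample wells plus 3 SD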; also: some results filed as inactive read as strong as hits
M5 antag = antagonists of human muscarinic M5 receptor (CHRM5); P08912; CHO-hM5 cells, Fluo-8 calcium fluorescence, ACh EC80; inhibition, % at 3 µM; 360,000 tested, 0.59% active;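 active = inhibition above a per-plate cutoff, the mean of that plate's test compounds plus 3 SD, cut at about 27% in these data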;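 also: 0% = acetylcholine EC80 with DMSO and 100% = DMSO without agonist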
Target sequence (P08912 whole entry, looked up): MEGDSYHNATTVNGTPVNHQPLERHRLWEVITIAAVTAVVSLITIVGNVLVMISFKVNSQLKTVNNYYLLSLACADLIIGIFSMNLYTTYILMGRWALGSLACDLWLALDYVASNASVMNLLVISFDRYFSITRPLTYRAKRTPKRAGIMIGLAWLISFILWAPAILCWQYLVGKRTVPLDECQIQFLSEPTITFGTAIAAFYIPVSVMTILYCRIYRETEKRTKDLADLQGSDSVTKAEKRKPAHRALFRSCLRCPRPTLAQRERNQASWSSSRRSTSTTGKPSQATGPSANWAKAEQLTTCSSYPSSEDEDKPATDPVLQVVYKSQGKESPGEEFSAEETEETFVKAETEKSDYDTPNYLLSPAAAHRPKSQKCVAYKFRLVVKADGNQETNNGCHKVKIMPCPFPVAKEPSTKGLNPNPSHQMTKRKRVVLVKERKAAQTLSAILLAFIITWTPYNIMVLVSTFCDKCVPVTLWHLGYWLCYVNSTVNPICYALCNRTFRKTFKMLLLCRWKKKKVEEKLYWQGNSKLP
CHRM5 PAM = CHRM5 positive allosteric modulation | AID 624038 | P08912 | CHO-K1 hM5, Fluo-8 calcium, ACh EC20 PAM; 0% = ACh EC20, 100% = ACh EC100 | 360,000 tested, 0.3% active | activation, % at 3 µM;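 active = activation above the run cutoff, the mean activation of all test compounds plus 3 SD, cut at about 18% in these data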
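Measured by: Fluo-8 calcium fluorescence; material: human M5 receptor in CHO-K1 cells; schedule: Post-acetylcholine fluorescence recording 140 s; benchmarks: low control EC20 acetylcholine (0%), high control EC100 acetylcholine (100%); read-out: Max/basal fluorescence ratio as % of EC20–EC100 ACh window; compound: single dose, 3 µM nominal final test concentration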
M1 ag parental = M1 agonist counterscreen hit in parental CHO-K1 cells. Fluo-8 calcium fluorescence; scaled to maximal ATP response, vehicle zero. activation, % at 3 µM. 360,000 tested, 0.48% active; in the data active = activation above about 15%;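 also: untransfected CHO-K1 host cells lacking M1 receptor as counterscreen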
CHO-K1 Ca antag = counter-screen for M1 antagonists: effect in parental CHO-K1 cells. AID 602250. 360,000 tested, 0.6% active. ATP-induced calcium, Fluo-8 fluorescence. inhibition, % at 3 µM;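 active = inhibition above a per-plate cutoff, the plate's mean sample inhibition plus 3 SD, cut at about 24% in these data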;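 also: 0% = DMSO plus EC80 ATP and 100% = DMSO alone without ATP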
CHRM5 agonist = agonists of human muscarinic M5 receptor (CHRM5); P08912; CHO-K1 hM5 cells, Fluo-8 calcium fluorescence; 0% DMSO wells, 100% maximal acetylcholine response; activation, % at 3 µM; 360,000 tested, 0.19% active;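 active = activation above the run's mean over test compounds plus 3 SD, cut at about 23% in these data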;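 also: signal is peak over basal fluorescence ratio across the kinetic read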
Active calls of the source: *; · = not tested or not shown.

Second line of a record – CHO-K1 Ca PAM | M4 ag | M4 antag | CHRM4 PAM | M5 antag | CHRM5 PAM | M1 ag parental | CHO-K1 Ca antag | CHRM5 agonist
> O=C(CN(c1ccc2c(c1)OCCO2)S(=O)(=O)c1ccccc1)Nc1ccc2c(c1)OCO2
 : -7 | · | 0 | -13 | 6 | -11 | 2.6 | 31* | 2
> CN(C)S(=O)(=O)c1cc(NC(=O)CNCc2ccc(F)cc2)ccc1Cl
 : -9 | 16 | 3 | -9 | 7 | -4 | 8.3 | 5 | 3
> COc1cc(SC)ccc1C(=O)NCCCn1ccnc1
 : 3 | 1 | -3 | -3 | -2 | -3 | 1.2 | 0 | 1
> CCOC(=O)Cc1nn(Cc2ccccc2)c(=O)c2ccccc12
 : -8 | 1 | 0 | -2 | -8 | -1 | 0.2 | -7 | -2
> Clc1ccc(-c2nc3ccccc3[nH]2)cn1
 : 14 | 3 | 1 | 6 | 7 | 2 | 1.6 | -8 | 0
> CN(C)S(=O)(=O)c1cccc(C(=O)Nc2cc(S(=O)(=O)N3CCOCC3)ccc2O)c1
 : 11 | -1 | 2 | 0 | 2 | 4 | 1.4 | -13 | 3
> COC(=O)[C@@H](NC(=O)Nc1ccc(S(N)(=O)=O)cc1)C(C)C
 : 12 | 0 | 9 | -4 | 6 | 0 | 0.3 | -10 | -2
> CCOC(=O)c1c(C)n(C)c2ccc(OC(=O)c3ccc([N+](=O)[O-])cc3)cc12
 : -8 | 1 | -5 | -6 | -7 | 7 | 0.5 | 15 | 0
> O=c1ccsc2ccccc12
 : 4 | 1 | -4 | 14 | -1 | -4 | 0.0 | -11 | 1
> CC(C)c1c(O)nc(SCC(=O)N2CCOCC2)[nH]c1=O
 : -7 | -1 | 11 | -2 | 1 | -4 | 0.2 | -11 | 1
> Brc1ccc2c(c1)OCCOCCOCCOCCOCCO2
 : 4 | 1 | 0 | -1 | 4 | -6 | 0.5 | -6 | 2
> O=C(Nn1c(-c2ccc(Br)cc2)nc2ccccc2c1=O)c1ccncc1
 : 18 | 1 | 1 | 3 | 7 | -6 | 1.2 | 1 | -4
> CCOc1ccc(-c2cc(C(=O)NCCCN3CCOCC3)c3ccccc3n2)cc1
 : -6 | 12 | -7 | -4 | 4 | -7 | 5.4 | -9 | -3
> COCc1cc(=O)oc2cc(NS(=O)(=O)c3ccc(C)cc3)ccc12
 : 13 | 1 | -8 | -3 | -7 | 10 | 0.7 | 1 | 5
> C/C=C/C(=O)OCC(=O)Nc1cccc(Br)c1
 : 21 | 2 | 0 | -7 | 6 | 4 | 1.2 | -9 | -1
> COc1ccc(CCC(=O)N(C)CC(=O)Nc2ccc(Cl)c(C(F)(F)F)c2)cc1
 : -8 | 10 | -3 | -6 | -10 | -1 | 1.9 | -5 | 3
> CC(=O)c1cccc(N(C(=O)Cn2nnc3ccccc32)C(C(=O)NCc2ccccc2)c2ccccn2)c1 (stereo unspecified)
 : 25 | 1 | -13 | 5 | -2 | 2 | 0.3 | -9 | -3
> Cc1ccccc1OCc1nnc(SCC(=O)N2CCc3ccccc32)n1C
 : 22 | -1 | 11 | 0 | -2 | 1 | 0.6 | -13 | -1
> COC(=O)CNC(=O)Cn1ccc2ccccc2c1=O
 : -4 | 0 | 0 | 0 | -6 | 2 | -0.2 | -6 | -3
> COc1ccccc1NC(=O)c1ccc2c(c1)N(CC#N)C(=O)C(C)(C)O2
 : -6 | 9 | -21 | 0 | -6 | -6 | 1.5 | 5 | -2

Shown field by field: 2 of the compounds above.
SMILES: Brc1ccc2c(c1)OCCOCCOCCOCCOCCO2
  CHO-K1 Ca PAM: 4
  M4 ag: 1
  M4 antag: 0
  CHRM4 PAM: -1
  M5 antag: 4
  CHRM5 PAM: -6
  M1 ag parental: 0.5
  CHO-K1 Ca antag: -6
  CHRM5 agonist: 2

SMILES: O=C(Nn1c(-c2ccc(Br)cc2)nc2ccccc2c1=O)c1ccncc1
  CHO-K1 Ca PAM: 18
  M4 ag: 1
  M4 antag: 1
  CHRM4 PAM: 3
  M5 antag: 7
  CHRM5 PAM: -6
  M1 ag parental: 1.2
  CHO-K1 Ca antag: 1
  CHRM5 agonist: -4

Remaining list, next part:
Second line of a record – CHO-K1 Ca PAM | M4 ag | M4 antag | CHRM4 PAM | M5 antag | CHRM5 PAM | M1 ag parental | CHO-K1 Ca antag | CHRM5 agonist
> CCOc1ccc(N2C(=O)CSC2=S)cc1
 : 14 | 0 | -5 | 4 | -1 | 18* | 0.2 | -4 | 1
> CC1CCCC(C)N1C(=O)c1cc(-c2ccc3c(c2)OCO3)on1 (stereo unspecified)
 : 18 | 3 | -16 | -3 | 6 | -4 | 2.4 | -12 | -1
> CC(=O)c1cc2c(cc1NC(=O)Cn1nc(-c3ccc(F)cc3)ccc1=O)OCO2
 : -10 | 4 | -4 | -3 | 6 | 10 | 2.2 | -4 | -1
> CC1(C(=O)NS(=O)(=O)C2CC2)CCCN(C(=O)COCc2ccccc2)C1 (stereo unspecified)
 : 20 | 1 | -10 | 6 | -10 | 5 | 1.3 | -5 | 0
> CCCC(CCC)C(=O)NCCN1CCOCC1
 : 17 | 1 | 3 | 3 | 0 | 2 | 0.2 | -8 | -4
> Cc1ccc(C)c(OCCC(=O)N2CCN(S(=O)(=O)c3cc(F)ccc3F)CC2)c1
 : -5 | 1 | 1 | 1 | 8 | -4 | 0.4 | -1 | -2
> O=C(NCc1cc(C(F)(F)F)ccc1Cl)c1cccc2c1C(=O)c1ccc(N3CCC(N4CCCCC4)CC3)cc1S2(=O)=O
 : 7 | 21 | 25 | -16 | 5 | -6 | 8.9 | 10 | 5
> Cn1nc(C(=O)NNC(=O)c2cccc(Cl)c2)c2ccccc2c1=O
 : 14 | 1 | -2 | 3 | 9 | 7 | 0.2 | -20 | 2
> CCn1cc(C2=NOC(C(=O)Nc3cc(OC)c(Cl)cc3OC)C2)c(C)n1 (stereo unspecified)
 : 10 | 1 | -1 | -2 | 6 | -3 | 0.6 | -14 | 3
> Cc1ccc(-c2csc3ncn(CC(N)=O)c(=O)c23)cc1C
 : 16 | 1 | 1 | 1 | 6 | -2 | 0.9 | -10 | 1
> Cc1ccc(S(=O)(=O)/N=C(/NNC(=O)c2cccc(Cl)c2)c2ccccc2)cc1
 : -5 | 2 | -9 | -7 | -10 | 7 | -0.8 | 5 | -4
> Nc1c(S(=O)(=O)c2cccs2)c2nc3ccccc3nc2n1Cc1ccccc1
 : 0 | 4 | 9 | 1 | 4 | -3 | 0.1 | 4 | 1
> Cc1ccc(Cl)cc1N1CCN(C(=O)c2ccccc2SCC(=O)N2CCCC2)CC1
 : 17 | 15 | -9 | -2 | 3 | -11 | 6.7 | -8 | -2
> CC(=O)c1c(COC(=O)c2ccc(C)cc2)nc2ccccc2[n+]1[O-]
 : 0 | 0 | 0 | 2 | -12 | 12 | -0.1 | 2 | 4
> CC(C)N(C)S(=O)(=O)c1ccc(NC(=O)CSC(=S)N2CCCC2)cc1
 : -2 | 3 | -6 | -1 | 6 | -3 | 2.5 | -6 | -2
> COc1cc2cc(CN(CCCN3CCOCC3)C(=O)Nc3ccc(F)cc3)c(=O)[nH]c2cc1OC
 : 5 | 1 | 0 | -3 | 3 | -7 | 0.1 | -6 | -6
> CN(C)S(=O)(=O)c1cccc(NC(=O)c2cc3ccccc3o2)c1
 : 2 | 11 | -4 | -2 | 10 | -11 | 2.5 | 7 | -1
> Cc1cccc(C)c1NC(=O)CCCN1CC(C)OC(C)C1 (stereo unspecified)
 : 10 | 1 | 1 | -5 | 6 | -6 | 1.1 | 4 | -4
> CNCCOCC(O)CSc1ccccc1 (stereo unspecified)
 : -1 | 1 | 1 | -6 | 0 | -2 | -0.1 | 3 | -2
> O=C(O)Cn1cccc1C(=O)c1ccccc1
 : -2 | 1 | -14 | -3 | 4 | -6 | 0.8 | -26 | 3
> N=c1c2c(-c3ccccc3)c(-c3ccccc3)n(Cc3ccccc3)c2ncn1CCCO
 : 21 | 1 | 10 | -9 | 0 | 2 | 1.2 | -7 | -3
> CC(=O)Nc1ccc(/C=C/c2noc(-c3ccccc3O)n2)cc1
 : -5 | 2 | -9 | 4 | 5 | -7 | -0.1 | 1 | 1
> CC(C)(C)c1ccc(S(=O)(=O)N2CCC(CO)(CC3CCCCO3)CC2)cc1 (stereo unspecified)
 : -2 | 5 | -12 | -10 | -17 | -10 | 6.1 | -11 | 1
> CCN(CC(=O)Nc1ccc(C(=O)OC)cc1)Cc1ccccc1
 : 5 | 0 | 10 | 7 | 7 | -1 | -0.2 | -3 | 0
> C/C=C(/C)C(=O)Nc1cccc(C2=NOC3(C2)C[C@H](C(N)=O)N(C(=O)c2ccccc2)C3)c1 (stereo partly specified)
 : 15 | 0 | -5 | 8 | 7 | 1 | 0.2 | -7 | -3
> N#CCNC(=O)C1CC(=O)N(CCc2ccc(F)cc2)C1 (stereo unspecified)
 : 3 | 0 | -9 | 1 | -7 | -1 | 0.1 | -10 | 0
> O=[N+]([O-])c1cccc(-c2nnnn2-c2cccc(F)c2)c1
 : -2 | 0 | -4 | -14 | 12 | -2 | -0.1 | -8 | -11
> O=C(Cc1c(F)cccc1Cl)NCC(=O)OCc1ccccc1
 : -17 | 0 | -3 | 8 | -3 | 0 | -0.3 | 7 | 3
> O=C(COc1ccccc1F)Nc1cc(S(=O)(=O)N2CCOCC2)ccc1N1CCOCC1
 : 21 | 4 | -1 | -1 | 4 | 2 | 2.5 | -2 | 2
> CCNc1nc2c(c(=O)n(C)c(=O)n2C)n1Cc1ccc(Cl)cc1
 : -5 | 11 | 5 | -3 | 25 | -16 | 5.3 | 13 | 6
> COC(=O)/C=c1/s/c(=C(/C#N)C(=O)N2CCOCC2)n(-c2ccccc2)c1=O
 : 12 | 1 | -3 | 3 | 0 | -2 | 0.4 | -4 | -1
> Cc1occc1C(=O)Nc1cccc2ccccc12
 : 1 | 0 | -5 | 7 | 10 | 2 | -0.5 | 2 | -7
> CC(OC(=O)c1ccc(Br)c(S(=O)(=O)N2CCOCC2)c1)C(=O)NC1CCCCC1C (stereo unspecified)
 : -19 | 12 | 9 | -3 | 7 | -10 | 3.9 | -4 | 4
> COc1ccc(NC(=O)CCCN2C(=O)C3CC=CCC3C2=O)cc1 (stereo unspecified)
 : -15 | 0 | 9 | -8 | 15 | -7 | 0.1 | 0 | -2
> COc1cccc(-c2nn(C)c3sc(C(=O)NCc4ccc5c(c4)OCO5)cc23)c1
 : 6 | 2 | -4 | -5 | -3 | -5 | 1.0 | -1 | -3
> Cc1c(Cl)cccc1NC(=O)CCC(=O)NNC(=O)c1ccco1
 : 13 | 2 | 4 | 6 | 4 | 3 | 0.4 | -8 | 2
> O=C(Cc1cccs1)Nc1cccc(-c2nc3cc4ccccc4cc3[nH]2)c1
 : 0 | 9 | 16 | -13 | 27* | -18 | 3.8 | 11 | -2
> O=C(NCCc1ccc(C(F)(F)F)cc1)C1CCC(=O)N(CCc2cccc(F)c2)C1 (stereo unspecified)
 : -8 | 4 | 2 | 4 | 18 | -10 | 1.5 | -12 | -2
> COCCNC(=O)COc1ccc(Br)cc1Cl
 : 13 | 0 | -9 | -2 | -4 | -3 | 0.3 | -8 | -1
> COc1cccc(/C=N/NC(=O)C(=O)N2CCCC2)c1O
 : 12 | 1 | 7 | 1 | -2 | 3 | 0.2 | -14 | 3
> O=C(OCc1c(F)cccc1Cl)c1cnccn1
 : 6 | 1 | 1 | -3 | 2 | 0 | 0.0 | 1 | -4
